Compound activity from PubChem BioAssay.
PP1 counter = PP1-alpha (human) inhibition in PP5 counter-screen; purified PP1alpha, OMFP fluorescence; inhibition, % at 6.7 µM; AID 2235; P62136; 0.9% of 320,000 active;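 active means inhibition above the mean inhibition of all tested compounds plus 3 SD, computed separately for each screening campaign, cut at about 15% in these data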
Target sequence (P62136 whole entry, looked up): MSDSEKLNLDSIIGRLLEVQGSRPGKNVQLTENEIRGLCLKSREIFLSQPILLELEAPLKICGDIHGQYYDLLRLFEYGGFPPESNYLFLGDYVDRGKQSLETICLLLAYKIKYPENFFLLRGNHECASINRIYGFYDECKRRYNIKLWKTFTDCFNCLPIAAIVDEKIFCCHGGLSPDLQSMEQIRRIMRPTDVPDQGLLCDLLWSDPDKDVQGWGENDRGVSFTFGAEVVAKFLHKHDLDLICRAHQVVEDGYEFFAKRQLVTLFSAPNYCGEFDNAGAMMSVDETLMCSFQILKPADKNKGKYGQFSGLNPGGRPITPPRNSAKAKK
EBNA-1 inh = blocks EBNA-1 binding to DNA; inhibition, % at 14.8 µM; 0.34% of 300,000 active; EBNA-1 DNA binding, fluorescence polarization; AID 1950; in the data active means inhibition above about 28%
HCV core dimer = blocks dimerization of HCV core protein; TR-FRET GST/Flag-core106 dimerization, 1536-well; AID 1899; inhibition, % at 5 µM; 0.33% of 300,000 active;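 active means inhibition above the mean of all tested compounds plus 3 SD, set per screening campaign, cut at about 45% in these data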
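Assay system – GST-tagged and Flag-tagged HCV core protein residues 1-106 · Quantity – core106 proteins, GST 13.5 nM and Flag 17 nM · Benchmarks – unlabelled core106 and no-GST-core106 wells · Read-out basis – percent inhibition of core106 dimerization signal · Detection – time-resolved FRET, ex 340 nm, em 617 and 671 nm · Schedule – 4 h at 22.5 °C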
Efflux pump mplx = inhibitors of Candida antifungal efflux pumps expressed in yeast. inhibition, % at 10 µM. 0.44% of 330,000 active. S. cerevisiae Candida pump triplex, Nile Red efflux;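 active means plate passing quality check with inhibition over a set limit, or well fluorescence over plate mean plus 4 SD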;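 further: Nile Red retained in pooled yeast measured as flow cytometry median fluorescence; 0% = buffer negative control and 100% = Enniatin B positive control; higher means more Nile Red kept so more efflux inhibition; some compounds called inactive have numbers as strong as hits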
ZTA counter = blocks Epstein-Barr virus ZTA, an EBNA-1 counter-screen; ZTA-DNA binding, fluorescence polarization; inhibition, % at 11 µM; 0.15% of 320,000 active; in the data active means inhibition above about 33%
TPT1 inhibitor = inhibitors of Candida albicans tRNA 2'-phosphotransferase TPT1; recombinant caTPT1, FP RNA substrate dephosphorylation; inhibition, % at 5 µM; 0.81% of 300,000 active; AID 1962;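 active means inhibition above the mean of all tested compounds plus 3 SD, set per screening campaign, cut at about 24% in these data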;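 further: plate controls were DMSO alone for no effect and ferristatin control at 100 nM for full effect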
PREPL inh = inhibits the human prolyl oligopeptidase-like enzyme. Q4J6C6. recombinant PREPL, fluorescence polarization activity-based probe. inhibition, % at 5.96 µM. 0.68% of 320,000 active. AID 2751; in the data active means inhibition above about 43%;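 further: 0% = enzyme with DMSO and 100% = wells lacking enzyme; many of its hits are not listed in these tables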
Target sequence (Q4J6C6 whole entry, looked up): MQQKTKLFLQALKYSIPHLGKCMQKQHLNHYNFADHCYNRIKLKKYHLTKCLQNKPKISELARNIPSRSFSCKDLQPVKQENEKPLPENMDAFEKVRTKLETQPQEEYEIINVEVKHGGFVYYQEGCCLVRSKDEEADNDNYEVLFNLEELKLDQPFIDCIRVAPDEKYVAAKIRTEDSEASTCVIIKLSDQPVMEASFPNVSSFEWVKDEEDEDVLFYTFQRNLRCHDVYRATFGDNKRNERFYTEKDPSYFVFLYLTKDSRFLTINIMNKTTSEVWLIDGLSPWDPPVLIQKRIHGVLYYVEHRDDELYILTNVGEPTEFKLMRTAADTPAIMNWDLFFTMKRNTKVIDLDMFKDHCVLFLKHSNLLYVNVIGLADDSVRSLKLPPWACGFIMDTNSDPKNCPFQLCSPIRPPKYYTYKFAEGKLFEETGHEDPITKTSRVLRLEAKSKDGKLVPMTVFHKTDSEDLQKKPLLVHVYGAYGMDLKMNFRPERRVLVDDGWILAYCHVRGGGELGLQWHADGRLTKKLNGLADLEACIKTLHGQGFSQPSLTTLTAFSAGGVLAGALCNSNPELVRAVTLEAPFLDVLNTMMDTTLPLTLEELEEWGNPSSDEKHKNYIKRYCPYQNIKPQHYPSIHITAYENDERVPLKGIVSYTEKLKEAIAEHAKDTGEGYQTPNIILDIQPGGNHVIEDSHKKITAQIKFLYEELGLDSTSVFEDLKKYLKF
PP5 primary = blocks human protein phosphatase 5 activity. P53041. purified PP5c, OMFP substrate fluorescence. inhibition, % at 6.7 µM. 0.18% of 320,000 active;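 active means inhibition above the campaign's mean inhibition across all tested compounds plus 3 SD, cut at about 9.5% in these data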;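 further: 0% = DMSO only and 100% = 100 µM cantharidin control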
CTSL1 counter = counter-screen for PFM18AAP inhibitors: inhibitors of F. hepatica cathepsin L1; recombinant F. hepatica cathepsin L1, Z-Leu-Arg-MCA fluorescence; inhibition, % at 5.96 µM; 0.49% of 300,000 active;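 active means inhibition above the mean of all tested compounds plus 3 SD, set per screening campaign, cut at about 17% in these data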;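 further: 0% = plate median of test compound wells and 100% = 1 µM Z-Phe-Ala-diazomethylketone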
The depositor's hits bear a star; . = not tested or not shown. A portion of the library; the hit share may differ from the screen's.

Values run as follows: PP1 counter, EBNA-1 inh, HCV core dimer, Efflux pump mplx, ZTA counter, TPT1 inhibitor, PREPL inh, PP5 primary, CTSL1 counter
COc1ccc(CNC(=O)[C@@H]2CC=C[C@@H]3CCN(Cc4ccccc4)C(=O)[C@@H]32)cc1
→ -3, 5, 4, 0.0, 3, 0, -6, -0.1, -4
CC(=O)N(Cc1cccnc1)Cc1cc2ccccc2[nH]c1=O
→ 1, 1, -7, -0.1, -10, 5, 8, -2.0, 1
COC(=O)NC1c2ccccc2Oc2ccc(C)cc21 (stereo not drawn)
→ 0, 13, 6, 0.1, 15, 0, 9, -1.1, 4
C/C=C(/C)C(=O)Nc1cccc(C2=NOC3(C2)C[C@H](C(N)=O)N(C(=O)c2ccc(Cl)cc2)C3)c1 (stereo partly drawn)
→ 1, 5, 6, -0.1, -2, 0, 2, 3.0, 2
COc1ccc(S(=O)(=O)N2CCC(NC(=O)C(Cc3cccc(OC)c3OC)NC(C)=O)CC2)cc1 (stereo not drawn)
→ -3, 13, 0, 0.0, 0, -3, 0, -1.6, 0
CC(=O)c1cn(CC(=O)Nc2ccccc2F)c2ccccc12
→ 6, 4, -14, 0.4, -8, -4, 6, 5.1, -1
Cc1cccc(-n2c(Cc3ccccc3)nnc2SCc2ccc([N+](=O)[O-])cc2)c1
→ 1, 10, 18, -0.1, 16, -1, 10, 2.0, 4
CC(NC(=O)CSc1ccccc1C(=O)O)C1CC2CCC1C2 (stereo not drawn)
→ -1, -10, 0, 0.0, 4, -4, -1, -2.6, 2
Cc1nc2cc(NC(=O)Nc3ccc(Br)cc3)ccc2o1
→ -1, 13, 4, -0.2, 19, -2, 11, 0.9, -1
COc1ccc(C(=O)C2CCCN(C(=O)c3cccc(N(C)C)c3)C2)cc1OC (stereo not drawn)
→ 0, -1, -1, -0.2, -18, -2, 8, -1.5, 2
CC(=O)c1sc(NC(=O)C2CSC3(C)CCC(=O)N23)nc1-c1ccccc1 (stereo not drawn)
→ 0, 3, 9, 0.3, 4, -2, -16, 0.4, 5
C/C(CC(=O)Nc1ccc(N(C)C)cc1)=N\NC(=O)c1ccc([N+](=O)[O-])cc1Cl
→ -3, -1, -1, 0.1, 7, 2, 23, -1.7, -4
Cc1ccc(C)c(C(C)NC(=O)C2C3CCC(O3)C2C(=O)O)c1 (stereo not drawn)
→ 80*, 4, -1, 0.1, 1, -5, 0, 82*, 5
CCOc1ncccc1C(=O)N1CCN(c2ccc(C(F)(F)F)cn2)CC1
→ -5, -3, -2, 0.1, 5, -1, 17, -0.3, -2
COc1ccc(OC)c(/C=C2\Oc3cc(OCC(=O)N4CCC[C@H]4C(=O)O)ccc3C2=O)c1
→ 4, 6, 2, 0.4, 6, 16, -1, 1.7, 6
Cc1ccc(-c2noc(C3CCCN(C(=O)C4CCCCC4)C3)n2)o1 (stereo not drawn)
→ -4, -6, 1, 0.0, -3, 4, 10, 3.3, -5
O=C(NCCN1CCOCC1)c1c[nH]c2ccc(S(=O)(=O)N3CCOCC3)cc2c1=O
→ 3, -10, -8, 0.0, -16, -5, 6, -0.5, 2
CCCc1cc(=O)oc2c(C)c(OCC(=O)N3CCC[C@@H]3C(=O)O)ccc12
→ -3, -2, 1, 0.0, 3, -3, -1, 2.2, -1
COc1ccc(C)cc1S(=O)(=O)N(CC(=O)O)c1ccc(F)cc1
→ -3, -7, 5, 0.0, -5, -2, 6, 2.6, 1
CCC(OC(=O)CCc1nc2ccccc2[nH]c1=O)C(=O)c1ccccc1 (stereo not drawn)
→ 2, -1, 2, -0.1, 3, 1, -17, 0.5, -28
O=C(/C=N/O)NCCCN1CCOCC1
→ -4, 6, 1, -4.3, 14, -3, -1, -3.4, 2
COC(=O)COc1ccc(S(=O)(=O)N2CCc3ccccc3C2)cc1
→ 0, 2, -1, -0.1, -7, 0, -7, -0.1, 0
Cc1ccc(NC(=O)NCc2ccccn2)cc1
→ 1, 2, 11, 0.0, -8, -1, -7, 3.3, -4
Cc1ccc(S(=O)(=O)N(C)c2ccc(OC(=O)CN3C(=O)NC4(CCCC4)C3=O)cc2)cc1C
→ -3, -1, -1, 0.1, -1, 2, -7, 0.0, -7
COn1c(=O)c(-c2ccc(F)cc2)[n+]([O-])c2ccccc21
→ -1, -13, -5, 0.1, 3, 2, 6, 3.2, 1
Clc1ccccc1Cn1nnc2c(NCC3CC3)ncnc21
→ 0, 5, 3, 0.2, 4, -1, 5, 0.5, -1
Cc1sc2ncnc(N(C)Cc3ccco3)c2c1C
→ 0, 4, 1, 0.0, 7, 0, -2, 0.3, 1
COc1cccc(/C=C/C(=O)OCC(=O)NC2CC2)c1
→ 0, ., ., -0.1, -15, ., -8, 2.3, .
CC1=NN(c2ccc(C(=O)O)cc2)C(=O)CC1
→ 3, -9, -3, 0.0, -1, 1, 0, 2.7, -1
CN(C)/C=C(/C(=O)c1ccc(Cl)cc1Cl)S(=O)(=O)c1ccccc1
→ -3, -5, -1, 0.0, -9, -1, -12, 1.0, -2
C=CCc1cccc2cc(C(=O)NCCOC)c(=O)oc12
→ -2, 4, 0, 0.1, 15, 4, -2, -0.2, -1
CCN(c1ccccc1)S(=O)(=O)c1ccc(NC(=O)c2nc(S(C)(=O)=O)ncc2Cl)cc1
→ 2, -1, 12, -0.4, -5, -4, -5, 2.1, -9
COc1cc(CNC(C)c2ccccc2)cc(Cl)c1OCC(=O)Nc1ccccc1 (stereo not drawn)
→ 3, 4, 3, 0.1, 4, 0, 1, 1.8, 2
Cc1cccc(NC(=O)CCC(=O)Nc2nnc(C(F)(F)F)s2)c1
→ -4, 7, -1, 0.0, 11, -1, 11, -2.3, 1
O=C1COc2ccc(S(=O)(=O)Nc3ccc(OC(F)(F)F)cc3)cc2N1
→ 0, 4, 2, -0.1, -1, -1, 2, 5.4, 3
Cn1nc(SCC(=O)O)sc1=S
→ -6, 10, 4, 0.0, 27, 2, 5, -0.7, 4
CCCCNC(=O)c1ccccc1NS(=O)(=O)c1ccc2c(c1)OCCO2
→ 11, 15, 2, -0.3, 13, -3, 3, 5.0, -2
Cc1nn(-c2ccccc2)c(C)c1C(=O)OCC(=O)c1c(N)n(CC(C)C)c(=O)n(C)c1=O
→ -1, -4, 4, 0.2, -12, -1, -9, 2.8, 3
COC(=O)CSc1ncnc2c1sc1nc3c(cc12)COC(C)(C)C3
→ -5, -7, 1, -0.2, 2, -1, 14, -0.6, 1
COCC(=O)Nc1ccc(-c2cn3cccnc3n2)cc1
→ 1, 1, 1, -5.7, 5, -5, 21, 4.5, 2

Random excerpt: 2 compounds from above, in no set order.
Values run as follows: PP1 counter, EBNA-1 inh, HCV core dimer, Efflux pump mplx, ZTA counter, TPT1 inhibitor, PREPL inh, PP5 primary, CTSL1 counter
COC(=O)CSc1ncnc2c1sc1nc3c(cc12)COC(C)(C)C3
→ -5, -7, 1, -0.2, 2, -1, 14, -0.6, 1
Clc1ccccc1Cn1nnc2c(NCC3CC3)ncnc21
→ 0, 5, 3, 0.2, 4, -1, 5, 0.5, -1

(further entries)
Values run as follows: PP1 counter, EBNA-1 inh, HCV core dimer, Efflux pump mplx, ZTA counter, TPT1 inhibitor, PREPL inh, PP5 primary, CTSL1 counter
COc1ccc(/C=N/NC(=O)C(=O)Nc2ccccn2)cc1OC
→ 1, 8, -1, 0.0, 4, -1, 10, -2.5, 2
CC(=O)N1CCN(S(=O)(=O)c2cccc(C(=O)NNC(=O)Cn3ccc(C(F)(F)F)n3)c2)CC1
→ -1, -6, -5, -0.1, -10, 7, -1, 1.9, -2
Cn1c(=O)n(C)c2cc(NS(=O)(=O)c3ccc(F)cc3)ccc21
→ -2, -9, 1, -0.1, -12, -2, -4, 1.6, -3
c1ccc(Cn2nnnc2CN2CCN(Cc3ccc4c(c3)OCO4)CC2)cc1
→ 1, 5, -7, -0.1, 3, -2, 11, 0.0, 0
CCc1c(O)nc(SCC(=O)N2CCOCC2)n(-c2ccccc2)c1=O
→ -2, 4, 4, 0.1, 7, 4, 7, -0.7, -3
Clc1ccc(OC2CCN(Cc3nc(CC4CC4)no3)CC2)cc1
→ -7, 12, -2, -0.4, -2, 0, 11, 2.1, 5
O=C(COC(=O)Cc1cccs1)Nc1cccc(S(=O)(=O)N2CCOCC2)c1
→ -7, 2, 5, -0.1, -25, 3, 6, -1.5, -8
O=C(CCSc1ccccc1)NC1CCCCCC1
→ 2, 4, 1, 0.0, 4, -2, 21, 0.7, -2
COc1ccccc1CN1CCN(Cc2ccco2)CC1
→ 5, -1, -8, 0.3, 7, -1, -1, -3.6, -4
O=C(NCc1cccs1)C1CCCN1S(=O)(=O)c1ccccc1F (stereo not drawn)
→ 4, -2, -4, 0.0, -11, 0, -5, -2.0, -4
CCn1c(NCCc2ccc(OC)c(OC)c2)nc2c1c(=O)n(C)c(=O)n2C
→ 1, -7, -7, 0.4, -5, 2, 4, -1.6, -5
Cc1cc(C(=O)NC2CC(C)(C)Cc3c2cnn3-c2ccccc2)n[nH]1 (stereo not drawn)
→ 0, 12, -1, 0.0, -5, 0, 2, -0.9, 3
O=C(O)c1ccc(/C=N/Nc2ccc(F)cc2F)cc1
→ -7, -2, -3, -0.1, 15, 2, 10, 2.0, 7
CN(C(=O)COC(=O)c1ccc(Cl)c(S(=O)(=O)N2CCCCC2)c1)C1(C#N)CCCCC1
→ -3, ., ., -0.1, 3, ., 1, 4.8, .
Cc1cc(C)cc(OCCn2ccnc2)c1
→ -1, 0, 1, -0.1, -15, 2, 6, -0.7, 4
COCC(=O)Nc1c(C(=O)N2CCCC2)oc2ccccc12
→ -1, 3, -2, -0.1, 4, 3, 11, 2.1, -4
C=CCn1cnc2c(nnn2Cc2ccc(F)cc2)c1=O
→ -1, -15, -1, 0.1, 5, 1, -2, -1.6, -2
Cc1ccc(S(=O)(=O)NC(=O)c2cc(C)n(CC(c3ccccc3)N(C)C)c2C)cc1 (stereo not drawn)
→ -3, 0, 7, 0.0, 13, -1, 8, 0.8, 6
Cc1ccc(SCc2cn3c(C)csc3n2)cc1
→ 0, -3, 1, 0.1, 4, 1, -2, 3.5, -3
CCCCNC(=O)N1CCCC(C(=O)c2cc(C)c(OC)c(C)c2)C1 (stereo not drawn)
→ -6, 0, -22, 0.0, -4, -2, 16, 2.3, 10
CCn1ccc(C(=O)Nc2cccc(Cl)c2)n1
→ 0, 4, 1, 0.1, 11, -1, -10, 0.5, 1

An excerpt from above, showing only PP1 counter and EBNA-1 inh.
| SMILES | PP1 counter | EBNA-1 inh |
| --- | --- | --- |
| Cc1cc(C(=O)NC2CC(C)(C)Cc3c2cnn3-c2ccccc2)n[nH]1 (stereo not drawn) | 0 | 12 |
| O=C(O)c1ccc(/C=N/Nc2ccc(F)cc2F)cc1 | -7 | -2 |
| CN(C(=O)COC(=O)c1ccc(Cl)c(S(=O)(=O)N2CCCCC2)c1)C1(C#N)CCCCC1 | -3 | . |
